# Screening data deposited in PubChem by several laboratories.
# VIM-2 inhibitor: inhibitors of Pseudomonas aeruginosa VIM-2 metallo-beta-lactamase | actives 0.89% (n = 290,000) | purified VIM-2, nitrocefin hydrolysis, epi-absorbance fluorescence | inhibition, % at 5.6 µM;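 active = inhibition above the mean of all tested compounds plus 3 SD, cutoff set per screening run, cut at about 7.5% in these data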;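 note: red hydrolysis product quenches plate fluorescence so inhibitors raise well fluorescence; 0% = enzyme with DMSO and 100% = DMSO without enzyme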
# p-CIP stab down: compounds decreasing mouse p/CIP protein stability | Q05BA5 | F442A p/CIP-EGFP cells, EGFP fluorescence, 16 h | decrease of EGFP signal, % at 10 µM | actives 0.01% (n = 290,000) | AID 1984;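 active = EGFP signal decrease of at least 30% at 10 µM or well 3 SD below plate mean, unless failing retest; inactive = the rest, including hits failing retest or dose response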; note: some compounds called inactive have numbers as strong as hits; many of its hits are not listed in these tables
# Target sequence (Q05BA5 1-1403): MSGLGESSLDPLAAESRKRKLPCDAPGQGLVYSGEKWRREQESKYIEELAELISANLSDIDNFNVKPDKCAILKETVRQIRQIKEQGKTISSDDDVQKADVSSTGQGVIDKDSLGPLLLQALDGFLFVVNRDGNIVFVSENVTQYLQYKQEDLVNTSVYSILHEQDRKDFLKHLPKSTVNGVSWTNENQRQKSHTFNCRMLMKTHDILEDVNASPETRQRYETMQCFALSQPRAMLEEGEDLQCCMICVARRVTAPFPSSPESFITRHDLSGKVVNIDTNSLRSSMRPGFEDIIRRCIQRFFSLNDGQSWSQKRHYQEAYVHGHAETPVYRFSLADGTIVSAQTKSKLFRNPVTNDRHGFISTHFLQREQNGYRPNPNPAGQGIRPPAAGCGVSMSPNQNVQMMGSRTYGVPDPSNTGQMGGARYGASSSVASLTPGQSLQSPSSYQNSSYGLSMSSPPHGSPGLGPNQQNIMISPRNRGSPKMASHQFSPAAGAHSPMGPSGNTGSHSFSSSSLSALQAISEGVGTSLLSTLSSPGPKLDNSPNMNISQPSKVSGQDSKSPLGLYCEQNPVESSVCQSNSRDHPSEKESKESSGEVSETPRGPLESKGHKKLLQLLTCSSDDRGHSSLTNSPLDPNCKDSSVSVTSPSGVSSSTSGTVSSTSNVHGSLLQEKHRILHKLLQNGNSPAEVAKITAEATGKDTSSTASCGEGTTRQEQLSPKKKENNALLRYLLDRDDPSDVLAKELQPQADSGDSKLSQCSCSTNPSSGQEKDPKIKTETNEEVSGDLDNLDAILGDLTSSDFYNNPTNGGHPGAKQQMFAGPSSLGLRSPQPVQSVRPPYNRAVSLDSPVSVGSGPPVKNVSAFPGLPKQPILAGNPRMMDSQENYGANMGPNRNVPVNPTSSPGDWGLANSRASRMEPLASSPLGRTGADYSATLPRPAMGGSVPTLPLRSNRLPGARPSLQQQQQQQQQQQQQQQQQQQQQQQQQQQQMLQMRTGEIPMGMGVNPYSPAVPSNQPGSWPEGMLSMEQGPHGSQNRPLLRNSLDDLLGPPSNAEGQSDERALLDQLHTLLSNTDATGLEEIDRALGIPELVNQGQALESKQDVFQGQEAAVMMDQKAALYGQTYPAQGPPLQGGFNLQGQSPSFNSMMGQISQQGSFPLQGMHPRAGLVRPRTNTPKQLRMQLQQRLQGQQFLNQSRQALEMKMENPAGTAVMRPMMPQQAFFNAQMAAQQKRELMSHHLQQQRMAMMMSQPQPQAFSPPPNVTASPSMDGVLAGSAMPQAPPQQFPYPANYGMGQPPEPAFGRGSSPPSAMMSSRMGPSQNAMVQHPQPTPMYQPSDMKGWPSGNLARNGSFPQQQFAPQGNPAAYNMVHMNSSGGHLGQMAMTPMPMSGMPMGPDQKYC
# SUMO HTRF inh: blocks human SUMOylation mediated by UBC9; inhibition, % at 35 µM; HTRF SUMOylation assay, SAE1/SAE2 + UBC9, in vitro; actives 0.36% (n = 290,000); AID 2006; P63279; in the data active = inhibition above about 50%, passing the limit was not always enough; note: strong numbers were not always called active
# GalR3 antag: antagonists of human GalR3; O60755; inhibition, % at 3 µM; actives 0.44% (n = 360,000); HEK293 GalR3-CNG cAMP membrane potential fluorescence; galR3 body fused to GalR1 C-terminus;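 active = inhibition above the screen-wide average plus 3 SD, cut at about 13% in these data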;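 note: forskolin and galanin both at EC90 stimulate the cells; cAMP rise reported by CNG channel membrane potential dye signal; 0% = forskolin plus galanin with DMSO and 100% = forskolin alone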
# CRFBP-R2 block: blocks CRF-induced signaling of the CRF-BP/CRF-R2 complex | HEK293 CRF-R2/CRF-BP, CRF-induced calcium fluorescence | inhibition, % at 11.8 µM | actives 0.59% (n = 350,000);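 active = inhibition of the ligand-induced calcium signal above about 50% at the single tested concentration, limit read from the data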
# IDE inh: inhibitors of human insulin-degrading enzyme in cells. P14735. HEK cells, FAbetaB cleavage, fluorescence polarization. inhibition, % at 5.59 µM. actives 0.41% (n = 320,000);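 active = percent inhibition above the average of all tested compounds plus 3 SD, set per screening campaign, cut at about 16% in these data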;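 note: IDE supplied by intact live HEK cells; FP after avidin binding of uncleaved biotin substrate so inhibition keeps polarization high; 0% = DMSO wells and 100% = 60 µM reference IDE inhibitor Ii1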
# IDE act: IDE (human) activation, cell-based. HEK cells, FAbeta-B cleavage, fluorescence polarization; 0% vehicle, 100% cell-free pure enzyme wells. activation, % at 5.96 µM. actives 0.073% (n = 340,000). P14735. AID 493087;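 active = activation above the mean of all tested compounds plus 3 SD, set per screening campaign, cut at about 17% in these data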
# HCV NS3 hel inh: inhibitors of Hepatitis C virus NS3 helicase; NS3 helicase DNA unwinding, Cy5 molecular beacon fluorescence; actives 0.56% (n = 290,000); inhibition, % at 10.9 µM; AID 1800;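 active = inhibition above the mean of all tested compounds plus 3 SD, set per campaign, cut at about 35% in these data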;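 note: 0% = DMSO wells and 100% = thioflavine S control wells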
#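 Measured by: Cy5 fluorescence, 0 and 60 min reads / Assay system: NS3 helicase fragment of HCV / Control set: low DMSO, high thioflavine S at 110 µM / Times: 1 h reaction at 25 °C, ATP-initiated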
# IMP-1 inh: inhibitors of Pseudomonas aeruginosa IMP-1 metallo-beta-lactamase; purified IMP-1, nitrocefin hydrolysis, epi-absorbance fluorescence; inhibition, % at 5.6 µM; actives 0.45% (n = 290,000);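 active = inhibition above the mean plus 3 SD of all compounds in the same screening run, cut at about 4.5% in these data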;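 note: 0% = IMP-1 with DMSO and 100% = DMSO wells lacking enzyme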
#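 System: purified recombinant IMP-1 beta-lactamase. Medium: Zinc- and detergent-supplemented HEPES buffer, pH 7.1. Compound: one 5.6 µM dose […]. Schedule: 15 min preincubation plus 25 min reaction at 25 °C. Technique: Epi-absorbance fluorescence, 480 nm excitation, 530 nm emission.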
# An asterisk follows results filed as active; · = no result given; & = joins results of further samples.
# The opening 2 records as a preview:
SMILES,VIM-2 inhibitor,p-CIP stab down,SUMO HTRF inh,GalR3 antag,CRFBP-R2 block,IDE inh,IDE act,HCV NS3 hel inh,IMP-1 inh
CCCS(=O)(=O)N1CCC(C(=O)N2CCOCC2)CC1,0.9,-5.0,11.4,-0.8,30.6,-1.1,4.5,-3.4,-1.1
O=c1cc(NCC2CCCO2)[nH]c(=O)n1-c1ccc(Cl)cc1 (stereo not given),-0.9,4.5,-42.4,0.8,-22.5,-1.8,3.5,-6.7,-4.2

# This part in full, previewed entries included:
SMILES,VIM-2 inhibitor,p-CIP stab down,SUMO HTRF inh,GalR3 antag,CRFBP-R2 block,IDE inh,IDE act,HCV NS3 hel inh,IMP-1 inh
CCCS(=O)(=O)N1CCC(C(=O)N2CCOCC2)CC1,0.9,-5.0,11.4,-0.8,30.6,-1.1,4.5,-3.4,-1.1
O=c1cc(NCC2CCCO2)[nH]c(=O)n1-c1ccc(Cl)cc1 (stereo not given),-0.9,4.5,-42.4,0.8,-22.5,-1.8,3.5,-6.7,-4.2
NS(=O)(=O)c1ccc(CCNCC(=O)NCc2ccccc2Cl)cc1,-0.9,-5.2,13.3,-9.9,12.3,-5.3,-0.9,-6.4,1.5
CC(C)NC(=O)c1noc2cc([N+](=O)[O-])ccc12,-1.8,8.5,6.6,-3.1,-1.4,4.5,-1.0,6.0,-2.3
NNC(=O)c1cn2ccccc2n1,-10.0,-13.9,4.1,-3.9,-12.2,1.1,0.4,4.7,-4.1
CC(C)CCc1noc(CN2CCC(CCN3CCCC3=O)CC2)n1,-3.9,-3.5,0.2,-6.0,-2.7,-3.8,-0.9,-8.9,-2.9
O=C(NN=C1CCCC1)c1ccc(Br)cc1,-3.8,-8.2,3.7,-8.3,-5.9,1.3,0.7,12.9,-2.5
Cc1oc2ccc(O)c(CN3CCOCC3)c2c1C(=O)c1ccc(Cl)cc1,-3.5,-16.2,-12.5,-1.0,-0.2,0.5,0.8,-13.4,-2.5
O=C(NCc1cnc2ccccn12)C1CCC(=O)N(Cc2ccccc2F)C1 (stereo not given),-1.4,-12.3,-6.9,-0.7,17.4,·,1.9,4.6,-3.9
COc1ccc(N(CC(=O)N2CCOCC2)S(C)(=O)=O)cc1OC,-0.8,-7.3,14.7,1.5,2.1,-2.2,8.5,-0.5,1.9
COc1ccc(OCCn2cncn2)cc1,-1.6,2.6,6.1,-1.8,-8.1,2.0,5.1,-7.6,-5.0
N#Cc1ccc(NC(=O)COC(=O)c2ccc(F)c(S(=O)(=O)N3CCOCC3)c2)cc1,·,·,·,-5.9,-6.0,4.5,-1.0,·,·
Cc1ccc2nc(-c3ccc(NC(=O)CN(c4ccccc4C)S(C)(=O)=O)cc3)sc2c1,-1.6,-3.7,17.9,3.9,10.2,1.0,-12.1,0.7,-2.7
Nc1nnnn1/N=C\c1ccc(Cl)c([N+](=O)[O-])c1,0.0,-5.7,18.4,18.0*,7.8,-5.7,3.1,-2.4,-3.4
Oc1c(Br)cc(C=Nc2ccc3nc(-c4ccccc4)[nH]c3c2)c(O)c1Br,-2.4,7.5,44.0,3.5,0.6,2.1,·,13.7,-2.5
CON(C)c1nc(C2CCCCC2)c2cc(C)ccc2n1,·,·,·,-9.0,-13.9,-2.2,-0.3,·,·
COc1ccc(CN2CCN(C(C)C)C(CCO)C2)cc1Cn1cncn1 (stereo not given),-2.6,5.4,13.6,-3.3,15.8,3.0,-4.0,-5.3,-3.0
O=C1CCC2=C(CCCC2=O)N1,-0.7,-9.3,0.8,-1.7,2.2,2.3,1.6,6.4,-1.1
CCCCNC(=S)NCCN1CCCCC1,-1.1,-6.4,5.4,-1.7,1.2,5.9,6.1,-4.0,-1.6
CC1Sc2ccc(S(=O)(=O)N3CCC(C(=O)NCC(C)c4ccccc4)CC3)cc2NC1=O (stereo not given),0.2,-18.9,8.8,-0.5,52.6*,1.4,-2.5,-6.2,-2.1
COc1ccc(N(CC(=O)Nc2cccc(N(C)S(C)(=O)=O)c2)S(=O)(=O)c2ccc(C)cc2)cc1,-0.1,-2.0,-3.8,-5.0,4.3,1.1,0.8,-13.7,-0.6
COc1c(Cl)cc(-c2noc(C)c2C(=O)NC(C)C)cc1Cl,-2.0,-5.0,-5.3,-0.7,5.6,3.6,-2.9,2.7,-2.5
CN(C)S(=O)(=O)c1ccc(NC(=O)c2cc3ccccc3o2)cc1,-1.6,-10.7,14.1,-5.0,-19.3,9.5,7.5,-17.4,-2.6
CC(=O)c1cccc(OCC(=O)N(C)CC(=O)NCc2ccco2)c1,·,·,·,-3.0,-4.5,11.4,-9.5,·,·
CCOC(=O)CC1C(=O)NCCN1C(=O)Nc1ccccc1 (stereo not given),1.1,-1.8,12.3,0.4,-6.0,11.7,-2.1,-1.0,0.1
N#Cc1c(N)nc2c(c1-c1ccncc1)CCCC2,3.5,-13.0,-14.1,-4.1,2.0,-0.2,-9.6,3.6,-0.5
COc1ccccc1-c1cc(-c2ccccc2)nc(SCC(=O)O)c1C#N,1.1,0.5,15.5,-5.6,1.9,·,4.0,35.5,0.2
CCOc1ccc(NC(=O)CSc2ncn[nH]2)cc1,-2.7,-6.3,-0.5,0.5,2.4,4.0,2.0,1.6,-1.1
CC1(C)C(O)=C(c2nc3ccccc3[nH]2)C(=N)N1c1ccccc1,-1.5,-7.1,9.8,-2.5,-7.9,-6.5,-6.9,-2.5,-2.4
COc1ccc(N2C(=O)CC(c3ccccc3)CC2=O)cc1,·,·,·,-8.4,-0.2,5.8,-3.5,·,·
COCCn1c(-c2ccc(OC)cc2)cnc1N,-3.7,4.5,14.9,-3.8,6.3,6.2,3.6,-0.2,-4.8
Nc1nnc(SCC(=O)Nc2nnc(-c3ccccc3)o2)s1,·,·,·,-0.1,-9.3,1.7,5.2,·,·
CCOC(=O)c1[nH]c(C)c(C(=O)OCc2ccc(C)cc2)c1C,-3.1,13.4,-28.3,-7.0,-5.7,0.3,-3.1,4.2,-2.4
N#C/C(=C\c1ccc(-c2cccc([N+](=O)[O-])c2)o1)C(=O)N1CCOCC1,-4.4,-10.7,8.2,-5.8,11.3,2.4,1.7,6.3,-1.9
CCOc1ccccc1NC(=S)Nc1ccc(S(N)(=O)=O)cc1,-1.2,-5.6,6.5,-0.8,10.3,1.7,4.5,2.0,-2.7
O=C(CN(C(=O)c1csnn1)c1cccc(C(F)(F)F)c1)NC1CCCC1,-0.8,-3.5,-2.3,-8.8,1.7,-7.5,6.4,22.7,0.8
CCc1ccccc1NC(=O)NC1CC2CCC(C1)N2Cc1cccs1 (stereo not given),-4.9,11.3,-0.6,-0.6,9.3,7.2,-2.8,3.3,-0.4
Cc1cc(NC(=O)CSc2nc3ccccc3[nH]2)n(-c2ccccc2)n1,-0.3,3.7,11.0,0.9,-1.0,-4.4,·,-10.1,-1.4
CC(=O)NCCc1nc2ccccc2n1Cc1ccc(Cl)cc1,-6.0,-3.5,21.3,-4.9,-6.4,5.1,2.3,-4.7,-3.1
O=C(Nc1ccccc1)C1CC(=O)n2c(nc3ccccc32)N1 (stereo not given),-0.1,-3.6,10.5,-0.1,-17.1,-3.4,11.7,-0.7,-2.9

# Single entries from above.
# For VIM-2 inhibitor, `Cc1cc(NC(=O)CSc2nc3ccccc3[nH]2)n(-c2ccccc2)n1` is listed with -0.3
# For IMP-1 inh, `COc1ccccc1-c1cc(-c2ccccc2)nc(SCC(=O)O)c1C#N` is listed with 0.2

# The list continues:
SMILES,VIM-2 inhibitor,p-CIP stab down,SUMO HTRF inh,GalR3 antag,CRFBP-R2 block,IDE inh,IDE act,HCV NS3 hel inh,IMP-1 inh
Cc1ccc(CNC(=O)/C(C#N)=C/c2ccc(C)s2)cc1,-8.2,-8.9,11.5,-3.0,-1.8,-0.1,2.5,8.7,-0.9
CCS(=O)(=O)N1Cc2ccccc2CC1C(=O)Nc1cc(S(C)(=O)=O)ccc1Cl (stereo not given),-2.4,-8.0,19.6,-2.4,3.2,-2.7,7.7,-1.9,-0.6
CC(C)=CC1C(C(=O)NCCOc2ccccc2)C1(C)C (stereo not given),-2.1,-7.1,13.1,-8.9,16.1,-2.0,3.9,-0.8,-2.0
CC(NS(=O)(=O)c1cn(C)c(=O)n(C)c1=O)c1ccccc1 (stereo not given),-3.2,-9.4,14.0,0.9,15.0,2.2,-0.2,-5.5,-2.8
CCCN1CCN(C(=O)C2CCN(S(=O)(=O)c3ccc4c(c3)oc(=O)n4C)CC2)CC1,0.4,-16.1,-1.4,-0.7,5.9,·,-5.0,1.8,-4.9
Cc1cc(C)n(CC(=O)NNC(=O)COc2ccc(Br)cc2F)n1,·,·,·,-4.4,-22.5,-0.8,-1.7,·,·
CCOC(=O)NC1(C(F)(F)F)C(=O)NC(C)=C1C#N (stereo not given),-3.2,8.2,2.9,0.7,-12.4,4.4,2.3,7.0,-0.7
CCCC(=O)Nc1ccc(NC(=O)c2ccccc2)nc1,0.0,6.6,-4.5,-2.2,12.2,-2.1,6.0,1.8,-1.2
CC(=O)Nc1ccc(S(=O)(=O)NCCC(=O)NCCCc2ccccc2)cc1,·,·,·,2.7,10.5,-4.0,7.3,·,·
Cc1c(NC(=O)CN2CC(C)OC(C)C2)c(=O)n(-c2ccccc2)n1C (stereo not given),-1.9,-1.3,-1.0,-6.9&-7.0,-1.6&6.2,-0.1,6.7&1.9,15.1,-1.4
CCOCCCNC(=O)C(c1ccc(Cl)cc1)N1CCN(C(=O)c2ccco2)CC1 (stereo not given),-0.4,-3.7,-16.2,-1.9,-2.2,0.8,0.6,-1.4,-2.5
CN(C(=O)CSc1nnnn1-c1ccccc1)C1CCCCC1,-1.5,1.0,14.1,-3.9,15.2,-0.5,3.2,-1.8,-3.0
Cc1ccccc1NC(=S)NNC(=O)c1cccc(Br)c1,-2.0,2.4,4.6,0.7,-2.1,-0.4,4.0,17.0,0.5
CCCC(=O)NC(=S)Nc1nc(-c2ccc(OC)cc2)cs1,-3.0,-1.3,-17.0,2.9,-11.2,2.7,0.0,-7.3,-1.0
O=C(Nc1ccc(Oc2ccccc2)nc1)C1CCCCN1Cc1cccc(O)c1 (stereo not given),-2.2,-1.7,-9.2,-0.1,-19.9,1.4,2.4,-18.1,-3.8
O=C(CNC(=O)N1CC(=O)Nc2ccccc21)Nc1nccs1,-1.4,3.5,8.8,-6.4,-12.7,-1.4,2.7,1.6,0.2
COC(=O)CSc1nnc2c3c4c(sc3nc(-n3nc(C)cc3C)n12)COC(C)(C)C4,3.2,-5.8,20.3,-1.6,-5.2,6.1,4.7,-0.7,-2.7
O=c1oc(C2(O)CCCCC2)cc2ccc(/C=C/c3ccc(F)cc3)cc12,·,·,·,-4.6,-10.6,4.8,-0.9,·,·
COc1cccc(OC)c1OCCCSc1nc(C)cc(=O)[nH]1,1.5,-2.9,8.1,-3.4,6.5,0.8,-3.7,6.3,-2.8
COc1ccc2c(c1)CCc1c-2nc2ccccc2c1N1CCOCC1,-1.4,-2.9,25.4,-3.0,-20.0,4.1,0.7,6.5,-0.9
COc1cccc(NS(=O)(=O)c2c(C)cc(C)cc2C)c1,-1.7,-14.0,10.8,-7.1,-5.8,-4.1,4.1,-16.9,-0.4
